High-throughput results: PubChem BioAssay, several laboratories
SIAH1 antagonists: Siah-1 peptide-binding antagonists, primary screen, biochemical, fluorescence polarization, rhodamine-plectin, uHTS (AID 1817) | 290,000 tested, 0.02% active | Siah-1 / rhodamine-plectin peptide fluorescence polarization; higher % means a stronger effect | displacement, % at 20 µM; hits with a dose series show IC50 in µM;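 active means displacement of at least 50% at 20 µM, with a fluorescence ratio check between 0.3 and a set limit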;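 further: plate controls were Siah plus tracer with DMSO for no effect and tracer alone without Siah for full effect; strong numbers were not always called active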
Salmonella PhoP GFP: PhoP-dependent GFP reporter repression – Salmonella Typhimurium, primary screen (AID 1863). S. Typhimurium PhoP-regulated promoter GFP reporter, 4 h; higher % means a stronger effect. one-dose inhibition, % at 50 µM; IC50 in µM for titrated hits. 300,000 tested, 0.16% active;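 active means inhibition over 29.93%, a cutoff 3 SD above the screen mean, later confirmed by dose response; inconclusive means inhibition over 29.93% but no dose response follow-up; inactive means inhibition at most 29.93% or unconfirmed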;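 further: 0% = low Mg2+ inducing control and 100% = high Mg2+ repressing control; strong numbers were not always called active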
PMI inhibitors: MPI enzyme activity inhibition – biochemical, fluorescence intensity, coupled assay, primary screen (AID 1209); purified PMI enzyme, coupled fluorescence intensity; higher % means a stronger effect; inhibition, % at 20 µM, or IC50 in µM where a hit was titrated; 190,000 tested, 0.42% active;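 further: plate controls were DMSO vehicle for no effect and wells lacking substrate for full effect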
PMI inhibition: MPI inhibition at elevated mannose 6-phosphate – biochemical, fluorescence intensity, high mannose 6-phosphate, primary screen (AID 1220) | 190,000 tested, 0.66% active | recombinant PMI enzyme, coupled fluorescence intensity; higher % means a stronger effect | one-dose inhibition, % at 20 µM; IC50 in µM for titrated hits
WT yeast gro inh: growth inhibition of WT yeast, mitochondrial fusion screen. mitochondrial fusion phenotypic screen, WT strain. inhibition, % at 10 µM. 190,000 tested, 2.1% active. AID 1362; in the data active means inhibition above about 58%; tested in S. cerevisiae
RSV CPE inhibition: inhibition of RSV-induced cytopathic effect – HEp-2 cells, primary 10 µM value included (AID 2391). HEp-2 cells, RSV-induced CPE inhibition; higher % means a stronger effect. CPE inhibition, % at 10 µM; hits with a dose series show IC50 in µM. 310,000 tested, 0.13% active; in the data active means a potency from the dose series; inconclusive means CPE inhibition mostly from about 23% at the one dose, without a potency; inactive means the rest, 99 in 100 with CPE inhibition below about 21%; further: strong numbers were not always called active
XIAP antagonists: small molecules displacing peptide from XIAP – biochemical, IAP family, fluorescence polarization (AID 1018). one-dose displacement, % at 20 µM; IC50 in µM for titrated hits. 200,000 tested, 0.007% active. XIAP BIR domain, fluorescence polarization peptide displacement; higher % means a stronger effect; in the data active means displacement above about 50%; further: a part of the inactive calls stands beside numbers as strong as those of hits
TNAP activation fold: human TNAP enzyme activators, primary screen, biochemical, luminescent, no phosphate acceptor, uHTS (AID 1001). activation fold at 20 µM; hits with a dose series show EC50 in µM. purified TNAP, luminescent activation assay, no phosphate acceptor; higher activation fold means a stronger effect. 200,000 tested, 0.03% active; in the data active means activation fold from about 3, or a potency from the dose series; inactive means the rest, 99 in 100 with activation fold below about 1.6; further: many of its hits are not listed in these tables
Myeloid diff MLP: promotes myeloid progenitor differentiation | ER-HoxA9 myeloid progenitors, lysozyme-GFP differentiation, flow cytometry | calls only at 10 µM | 360,000 tested, 1% active | AID 624256;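 active means normalized GFP-positive differentiation at or above the plate's own cutoff, the solvent-only control mean plus 3 SD; inconclusive means no clear call, values can overlap the other calls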;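 further: cells exposed to compound for four days before flow analysis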
WT yeast gro inh mutant strain: further read-out of WT yeast gro inh, marked with its call; inhibition, %; mitochondrial fusion phenotypic screen, mutant strain inhibition
Myeloid diff MLP GFP+ MAC1+ %: recorded beside Myeloid diff MLP, whose call it bears; GFP+ MAC1+ double positive, %; measured here: differentiation confirmed by MAC1 staining
An asterisk follows results filed as active; i = inactive; ? = inconclusive; . = no result given; + = active, no number. Unless noted, no stated cut-off is given here; in the data, active means inhibition above about 50%; inactive means the rest.

SMILES	SIAH1 antagonists	Salmonella PhoP GFP	PMI inhibitors	PMI inhibition	WT yeast gro inh	WT yeast gro inh mutant strain	RSV CPE inhibition	XIAP antagonists	TNAP activation fold	Myeloid diff MLP	Myeloid diff MLP GFP+ MAC1+ %
CSc1ccc(Cl)c(C(=O)OCC(=O)Nc2ccccc2OC(F)F)c1	6%	-1%	8%	10%	9	0	1.0%	-4.2%	1	i	0.9
CC(C)(C)OC(=O)CNC(=O)c1[nH]cnc1C(=O)N[C@@H](Cc1ccccc1)C(=O)OC(C)(C)C	8%	-3%	.	.	.	.	-0.9%	.	.	i	1.6
N#Cc1c(N(CCO)CCO)nc(N)c2c(N)nc3c(c12)CC(=O)N3CC1CCCO1 (stereo not given)	8%	-14%	.	.	.	.	1.3%	.	.	i	0.7
Cc1ccsc1C(=O)N1CCC(CO)(Cc2ccccc2)CC1	10%	1%	-6%	-12%	-9	-4	6.1%	-3.1%	1.1	i	0.3
O=C(CNS(=O)(=O)c1cccc2nonc12)NCc1ccc(F)cc1	-4%	9%	11%	8%	14	18	3.1%	-8.3%	1.1	i	0.3
COc1ccc(CCNC(=O)C(C)Sc2ccc(C)cc2)cc1OC (stereo not given)	3%	5%	-2%	-9%	6	-9	5.1%	-3.7%	1.1	i	0.5
Cc1cc(C)cc(N(CC(=O)NCc2ccco2)C(=O)CCC(=O)Nc2nccs2)c1	10%	-2%	.	.	-1	-5	-0.9%	-6.8%	1.1	i	0.2
COc1ccc(C(=O)SC2=NCCS2)cc1	4%	8%	2%	1%	-14	9	-0.3%	-3.2%	1	i	10
CCc1ccc(NC(=O)c2noc(C(C)C)c2[N+](=O)[O-])cc1	21%	4%	6%	4%	-10	9	3.9%	-8.3%	1	i	0.5
CCCC(=N)C1=C(O)CC(CC(C)SCC)CC1=O (stereo not given)	-2%	-9%	5%	8%	2	6	0.1%	-3.1%	1.1	i	0.9
CN(C)S(=O)(=O)N1CCN(c2ccc([N+](=O)[O-])c(N3CCCCC3)c2)CC1	2%	0%	10%	9%	24	19	-4.0%	-5.9%	0.8	i	0.5
Cc1ccc2oc(=O)c3cnn(CC(=O)N(CCCN4CCOCC4)Cc4ccco4)c3c2c1	2%	-7%	1%	0%	13	7	-0.3%	-4.6%	1.1	i	4.9
Cc1cc(NCc2ccccn2)n2ncc(-c3ccc(Cl)cc3)c2n1	16%	-2%	.	.	.	.	1.3%	.	.	i	0.4
O=C(NNC(=O)c1cccnc1Cl)c1ccc(F)cc1	2%	16%	.	.	.	.	-0.1%	.	.	i	2.1
c1cc(C(c2nnnn2C2CCCCC2)N2CCN3CCCC3C2)ccn1 (stereo not given)	1%	-17%	-14%	-9%	-12	-4	-0.4%	-3.2%	1	i	7.2
CC(C)(C)C(=O)NC(=S)Nc1ccccc1F	0%	9%	-5%	-3%	-6	-4	1.8%	-4.0%	1	i	0.4
COc1cccc(NC(=S)N(CCc2nc3cc(C)c(C)cc3[nH]2)Cc2cccnc2)c1	-5%	5%	0%	0%	4	11	0.6%	0.0%	1	i	2.9
COc1cccc(C(=O)NC2CCCC2)c1	6%	1%	-3%	-5%	-4	5	-0.1%	-3.2%	1.1	i	0.5
O=C(CSc1nnc(Cn2nnc(-c3ccccc3)n2)n1-c1ccccc1)Nc1ccccc1	24%	-7%	14%	13%	11	9	1.9%	-6.9%	0.9	i	1.3
O=C(Nc1ccc(NC(=O)c2cccs2)cc1)c1ccc2c(c1)OCCO2	7%	-3%	.	.	.	.	-0.7%	.	.	i	0.4
O=C(CSc1ccc(Cl)cc1)NNC(=O)c1cccnc1	-5%	-8%	-3%	-13%	-19	-1	2.1%	-14%	1.6	i	0.6
Cc1cc(C(=O)Cn2nc(C(=O)O)c3ccccc3c2=O)c(C)n1-c1ccc(OC(F)F)cc1	-3%	2%	12%	19%	43	-4	17%	-8.5%	1	i	0.3
CCNC(=O)C12CCC(C)(C(=O)O1)C2(C)C (stereo not given)	-2%	-3%	0%	5%	-8	2	3.3%	-4.2%	1.1	i	0.3
COC(=O)c1cc2occc2n1Cc1nc(-c2ccc(Cl)cc2)oc1C	-2%	3%	0%	2%	11	-11	0.5%	-6.2%	1	i	1.4

A different layout for some results above.
Every second line gives: SIAH1 antagonists, Salmonella PhoP GFP, PMI inhibitors, PMI inhibition, WT yeast gro inh, WT yeast gro inh mutant strain, RSV CPE inhibition, XIAP antagonists, TNAP activation fold, Myeloid diff MLP, Myeloid diff MLP GFP+ MAC1+ %
CCNC(=O)C12CCC(C)(C(=O)O1)C2(C)C (stereo not given)
  -2%, -3%, 0%, 5%, -8, 2, 3.3%, -4.2%, 1.1, i, 0.3
O=C(CSc1nnc(Cn2nnc(-c3ccccc3)n2)n1-c1ccccc1)Nc1ccccc1
  24%, -7%, 14%, 13%, 11, 9, 1.9%, -6.9%, 0.9, i, 1.3
O=C(CSc1ccc(Cl)cc1)NNC(=O)c1cccnc1
  -5%, -8%, -3%, -13%, -19, -1, 2.1%, -14%, 1.6, i, 0.6
O=C(NNC(=O)c1cccnc1Cl)c1ccc(F)cc1
  2%, 16%, ., ., ., ., -0.1%, ., ., i, 2.1

Going on with the list:
SMILES	SIAH1 antagonists	Salmonella PhoP GFP	PMI inhibitors	PMI inhibition	WT yeast gro inh	WT yeast gro inh mutant strain	RSV CPE inhibition	XIAP antagonists	TNAP activation fold	Myeloid diff MLP	Myeloid diff MLP GFP+ MAC1+ %
CC(C)(C)NC(=O)C1CN(S(=O)(=O)c2ccccc2)CCN1S(=O)(=O)c1ccccc1 (stereo not given)	4%	-9%	-1%	3%	10	4	0.6%	-4.6%	1.1	i	0.7
Cc1nnc2ccc(N3CCN(c4ccccn4)CC3)nn12	2%	-2%	-9%	-1%	1	-7	0.1%	-2.8%	1	i	1.4
COCCn1c(SCC(=O)NCC2CCCO2)nc2c(c1=O)SCC2 (stereo not given)	-2%	7%	.	.	.	.	0.2%	.	.	i	5.1
CC1(O)c2ccccc2C(=O)N1CCc1ccccc1F (stereo not given)	-4%	-8%	2%	10%	-2	13	-0.8%	-7.1%	1.1	i	0.6
CC(C)C(=O)NC(c1ccc(Cl)cc1Cl)c1ccc2cccnc2c1O (stereo not given)	-6%	11%	.	.	.	.	2.3%	.	.	?	.
COc1ccc2nc(NC(=O)CCN3C(=S)NC(C)(C)CC3C)sc2c1 (stereo not given)	-4%	-2%	0%	-3%	-6	-13	1.6%	-1.2%	1.1	i	1.4
Cc1cccc(C)c1NC(=O)CSc1nnc(CCCCCNC(=O)OC(C)(C)C)o1	-2%	0%	6%	8%	.	.	1.5%	-3.6%	1.1	i	0.5
CSCCC(NS(=O)(=O)c1ccc(F)cc1)C(=O)NCc1ccc(S(N)(=O)=O)cc1 (stereo not given)	-3%	1%	.	.	.	.	-1.0%	.	.	i	0.5
O=C(OCCN=C1NS(=O)(=O)c2ccccc21)C1CC(=O)N(c2ccc(Cl)cc2)C1 (stereo not given)	18%	10%	10%	13%	-6	-6	0.2%	-1.5%	1.2	i	0.8
CCOc1cc(/C=N\NC(=O)Cn2nnc3ccccc32)ccc1O	-8%	3%	-2%	4%	-9	-1	0.9%	0.6%	1.1	i	0.9
O=C(c1sc2cc(F)ccc2c1Cl)N1CCN(c2cccc(Cl)c2)CC1	8%	-3%	21%	12%	51	13	9.2%	-9.4%	1.1	i	0.3
O=[N+]([O-])c1ccc(CN2CCN(c3ccccc3)CC2)o1	6%	8%	.	.	.	.	1.0%	.	.	i	0.7
CC1CC(C)(C)NC(=S)N1CC(=O)N(C)Cc1ccccc1 (stereo not given)	10%	22%	1%	-8%	14	-6	1.3%	1.8%	1.1	i	0.2
COc1cccc(-c2cc(C(=O)NCCCn3ccnc3)no2)c1	-2%	14%	3%	-2%	1	8	0.3%	-8.4%	1	i	0.6
Cc1nn(CCC#N)c2nc(C(F)(F)F)[nH]c(=O)c12	3%	20%	4%	11%	-1	-1	-0.7%	0.4%	1.2	i	0.5
O/N=C1\CCCC\C1=C/c1ccccc1	-6%	6%	-9%	-8%	-3	-14	1.2%	-12%	1.1	i	0.8
Cc1ccc(-n2nnc3c(=O)n(CC(=O)NCc4ccccc4)cnc32)cc1	40%	0%	-1%	-3%	-3	-2	2.0%	-1.5%	1.1	i	4.3
O=C(Nc1ccccc1Cl)NC1(C(=O)NCc2cccnc2)CCCCC1	-8%	5%	.	.	.	.	0.1%	.	.	i	1.6
Cc1nn(CC(O)c2ccccc2)c(C)c1Br (stereo not given)	2%	-10%	8%	6%	7	6	7.9%	-6.7%	1.1	i	0.6
CC(C)NC(=S)Nc1ccc2[nH]c(=O)[nH]c2c1	-1%	2%	-41%	-22%	17	5	0.6%	-8.2%	1.1	i	0.3
Cc1ccc(N/N=C/c2ccc3c(c2)OCCO3)cc1Cl	0%	-3%	-41%	-90%	28	15	2.7%	-9.5%	1	i	0.5
NC(=O)c1c(NC(=S)Nc2ccccc2)sc2c1CCCC2	3%	-10%	39%	21%	17	19	7.5%	1.7%	1.1	i	0.1
COc1ccccc1NC(=S)Nc1ccccc1F	3%	12%	14%	14%	7	24	2.7%	3.3%	1.1	i	1.0
Cc1cc(C)c(S(=O)(=O)Nc2cc(SCC(=O)O)c(O)c3ccccc23)cc1C	1%	-12%	2%	22%	36	28	-2.2%	-2.9%	0.8	.	.
CC1=Nc2nc(N3CCCCC3)c(C#N)c3c4c(nc(c23)N1)N(c1ccc(C(C)C)cc1)C(=O)C4	35%	-6%	.	.	3	3	0.7%	-4.3%	1	+	2.9*
CN(C)c1ccc(NC(=O)Nc2ccc3c(c2)nnn3C)cc1	4%	11%	.	.	.	.	0.3%	.	.	i	0.5
Cn1c(=O)oc2cc(S(=O)(=O)CCC(=O)NCCc3ccccc3)ccc21	1%	-7%	.	.	.	.	-0.4%	.	.	i	0.3
NS(=O)(=O)c1ccc(CCNC(=O)c2ccc(Cn3c(=O)[nH]c4ccccc4c3=O)cc2)cc1	-2%	7%	5%	5%	11	-4	3.4%	-1.5%	1	i	0.4
CCOC(=O)c1ccc(-n2c(=O)[nH]c3ccccc3c2=O)cc1	1%	9%	13%	5%	3	5	0.9%	-8.0%	1.1	i	1.0
COc1ccccc1N(CC(=O)Nc1cccc(C(F)(F)F)c1)S(C)(=O)=O	5%	-5%	10%	11%	7	-1	-0.3%	-2.7%	1	i	0.7
CCN(CC)S(=O)(=O)c1ccc2nc(SC)sc2c1	5%	-1%	-2%	-6%	.	.	-1.6%	0.8%	1.1	i	7.0
O=C(NCc1ccccn1)C1CCN(Cc2cccc(OCc3ccccc3)c2)CC1	6%	0%	-16%	-15%	-1	-4	1.9%	-4.1%	1.2	i	2.2
O=C(CSc1ncn[nH]1)NCCOc1ccccc1	3%	-2%	-7%	-4%	10	72	0.7%	-2.3%	0.9	i	0.5
CCOC(=O)C1C(c2ccc3c(c2)OCO3)NC(=O)NC1(O)C(F)(F)F (stereo not given)	1%	7%	3%	-3%	-14	-18	1.3%	-1.5%	1.1	i	1.1
